Luc counter = Counterscreen for Luciferase (Kinase-Glo TM) Inhibition; Luciferin 4-monooxygenase (Photuris pensylvanica), Q27757; Kinase-Glo luciferase, ATP luminescence, 8 min; Potency, µM (doses to about 38.3 µM), for inactives: at the top dose activity change, negative = inhibition, hits mostly inhibitors; hit rate 0.28% among 200,000; AID 1379, 2008; note: % is set by controls: 0 for no effect and ±100 for the full control effect; nearly all actives have a fitted effect of over 60% in size
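Compounds were added to a substrate mix at pH 7.2 (50 mM imidazole, 10 uM ATP, within the enzyme's linear range), followed by Kinase-Glo detection reagent; luminescence was measured after 8 minutes at ambient temperature.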
RECQ1 inh = qHTS Assay for Inhibitors of RecQ-Like Dna Helicase 1 (RECQ1). ATP-dependent DNA helicase Q1 (Homo sapiens), P46063. RECQ1 DNA unwinding, red fluorescence kinetic read. Potency, µM (doses to about 57.3 µM), without a hit: at the top dose activity, negative = inhibition, most hits filed as inhibitors. hit rate 0.54% among 240,000;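 note: plate controls were vehicle for no effect and no enzyme for full effect; nearly all actives have a fitted effect of over 30% in size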
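50 nM RECQ1T1 preincubated 15 min with compound in Tris pH 8.0 buffer with MgCl2, DTT, Tween-20 and 2.5 ug/ml poly(dI-dC); started with 200 nM TAMRA/BHQ-2 forked duplex and 2 mM ATP. Unwinding read as fluorescence (525/598 nm), two reads 2 h apart.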
Lamin A splicing = qHTS Assay for Modulators of Lamin A Splicing. hit rate 0.01% among 200,000. Potency, µM (series often up to 46.1 µM), for inactives: at the top dose ratio change, negative = inhibition, most hits filed as inhibitors. AID 1487, 2009. HeLa LMNA splicing GFP/RFP minigene ratio, 48 h; active = well fitted inhibition curve with a large enough effect in the signal ratio, with a control signal flat, not every such curve was filed as active; inconclusive = small, poorly fitted or top-dose-only effect, or effect the other way, or a change in a side signal; the % refers to the signal ratio; note: % is set by controls: 0 for no effect and ±100 for the full control effect
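S3 HeLa cells stably expressing lamin A-EGFP splicing minigene plus DsRed2, 600 cells/well, 48 h compound exposure at 37C. Laser-scanning cytometry; analysed as GFP (500-530 nm)/RFP (575-640 nm) total intensity ratio; 0.5% DMSO vehicle.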
SMN2 splice enh = qHTS Assay for Enhancers of SMN2 Splice Variant Expression. HEK293 SMN2-luciferase splicing reporter, luminescence, 30-36 h. Potency, µM (series often up to 46.1 µM), for inactives: at the top dose activity change, positive = activation, actives largely listed as activators. hit rate 2.8% among 210,000. AID 1458, 2008; note: % of control where 0% means no effect; nearly all actives have a fitted effect of over 55% in size
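HEK293 cells carry an SMN2 minigene-luciferase reporter in which exon 7 inclusion puts luciferase in frame. Cells were seeded at 2000 cells/well, attached for 10-12 hours, then exposed to compounds for 30-36 hours at 37C before ONE-Glo luminescence.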
L3MBTL1 block = qHTS Assay for the Inhibitors of L3MBTL1; Lethal(3)malignant brain tumor-like protein 1 (Homo sapiens), Q9Y468; AlphaScreen L3MBTL1–H3K9me1 peptide binding; Potency, µM (series often up to 57.1 µM), inactives show at the top dose activity, negative = inhibition, usual class: inhibitors; hit rate 0.66% among 230,000; AID 485360, 2010; note: % is set by controls: 0 for no effect and ±100 for the full control effect; nearly all actives have a fitted effect of over 60% in size
Target sequence (Q9Y468 whole entry, looked up): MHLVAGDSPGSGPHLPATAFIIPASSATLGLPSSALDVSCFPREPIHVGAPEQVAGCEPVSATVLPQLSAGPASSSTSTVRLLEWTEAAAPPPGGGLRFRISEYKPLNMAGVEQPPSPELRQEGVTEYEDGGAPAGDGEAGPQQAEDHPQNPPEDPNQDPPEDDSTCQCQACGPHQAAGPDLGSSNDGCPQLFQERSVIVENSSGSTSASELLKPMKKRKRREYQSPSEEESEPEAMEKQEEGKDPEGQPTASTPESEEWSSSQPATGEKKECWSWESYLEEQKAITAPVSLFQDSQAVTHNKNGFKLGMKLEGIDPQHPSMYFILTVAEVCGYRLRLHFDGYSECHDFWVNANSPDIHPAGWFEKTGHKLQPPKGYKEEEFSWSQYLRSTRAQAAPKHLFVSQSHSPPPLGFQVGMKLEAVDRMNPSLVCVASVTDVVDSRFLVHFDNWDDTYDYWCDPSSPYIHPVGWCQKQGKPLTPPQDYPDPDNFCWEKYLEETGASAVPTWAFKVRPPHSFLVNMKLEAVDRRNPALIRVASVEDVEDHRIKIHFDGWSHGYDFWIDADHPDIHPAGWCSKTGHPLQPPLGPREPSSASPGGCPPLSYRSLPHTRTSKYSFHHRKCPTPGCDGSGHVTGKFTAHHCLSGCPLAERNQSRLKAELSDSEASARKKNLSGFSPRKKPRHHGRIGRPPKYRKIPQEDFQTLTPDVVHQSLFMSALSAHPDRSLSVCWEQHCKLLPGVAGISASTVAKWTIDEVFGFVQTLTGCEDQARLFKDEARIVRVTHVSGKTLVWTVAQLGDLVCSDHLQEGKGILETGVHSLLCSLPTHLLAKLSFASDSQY
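First, the protein-peptide complex forms for 30 min at room temperature (L3MBTL1 50 nM, biotinylated H3K9me1 peptide 75 nM). Next, compounds are pin-transferred and incubated 30 min. Finally, AlphaScreen beads are added and read after 30 min.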
KDM4E inh = qHTS Assay for Inhibitors of Human Jumonji Domain Containing 2E (JMJD2E). Lysine-specific demethylase 4E (Homo sapiens), B2RXH2. AID 2147, 2009. Potency, µM (doses to about 57.1 µM), without a hit: at the top dose activity change, negative = inhibition, actives largely listed as inhibitors. hit rate 1.6% among 230,000. JMJD2E catalytic domain, FDH-coupled NADH fluorescence (FDH is formaldehyde dehydrogenase); active = well fitted inhibition curve with a large enough effect, not every such curve was filed as active; inconclusive = small, poorly fitted or top-dose-only effect, or another doubt; inactive = no such curve, though single readings can be large or run the other way;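 note: 0% = wells with enzyme and -100% = buffer wells without enzyme; nearly all actives have a fitted effect of over 50% in size; many of its hits are not listed in these tables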
Tau fibril ThT = qHTS for Inhibitors of Tau Fibril Formation, Thioflavin T Binding; Potency, µM (highest dose often 57.4 µM), inactives show top-dose activity, negative = inhibition, most hits filed as inhibitors; Microtubule-associated protein tau (Homo sapiens), P10636; hit rate 2.1% among 270,000; recombinant tau K18 P301L (four-repeat tau fragment), heparin-induced fibrillization, ThT fluorescence; note: % is set by controls: 0 for no effect and ±100 for the full control effect; nearly all actives have a fitted effect of over 55% in size
Target sequence (P10636 561-689 P618L limits assumed): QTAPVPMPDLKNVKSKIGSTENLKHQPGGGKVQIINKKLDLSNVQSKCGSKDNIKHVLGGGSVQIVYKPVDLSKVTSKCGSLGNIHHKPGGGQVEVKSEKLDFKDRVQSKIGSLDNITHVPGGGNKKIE
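Heparin-induced fibrillization of the P301L-mutant K18 repeat-domain fragment of human tau was followed by ThT binding in quantitative high-throughput format.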
ALDH1A1 block = qHTS Assay for Inhibitors of Aldehyde Dehydrogenase 1 (ALDH1A1) | Potency, µM (titrated, usually from 75.3 µM), for the others: top-dose activity, negative = inhibition, usual class: inhibitors | AID 1030, 2008 | Aldehyde dehydrogenase 1A1 (Homo sapiens), P00352 | hit rate 7.3% among 220,000 | Purified ALDH1A1, NADH fluorescence, propionaldehyde substrate; active = well fitted inhibition curve with a large enough effect, not every such curve was filed as active; inconclusive = small, poorly fitted or top-dose-only effect, or another doubt; inactive = no such curve, though single readings can be large or run the other way;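 note: plate controls were no enzyme wells and a reference inhibitor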
Active calls of the source: *; i = inactive; ? = inconclusive; . = not tested or not shown; [ ] = dose if it differs, or a comment. Unless noted, calls come from the whole dose curve; as a rule, active = well fitted curve in the direction sought with a large enough effect; inconclusive = small, poorly fitted or top-dose-only effect, or another doubt; inactive = no such curve, though single readings can be large; an effect the other way counts as inactive or inconclusive. Potency is the fitted concentration of half-maximal effect. Not all compounds are listed; the hit share may differ from the screen's.

SMILES	Luc counter	RECQ1 inh	Lamin A splicing	SMN2 splice enh	L3MBTL1 block	KDM4E inh	Tau fibril ThT	ALDH1A1 block
Cc1cc(C)nc(-n2nc(C)c3c(C(F)(F)F)cc(=O)[nH]c32)n1	-4%	-2%	?	-14%	17%	-5%	3%	?
CCOC(=O)Oc1ccc2oc(=O)cc(C)c2c1	-2%	-6%	4%	3%	6%	7%	-1%	-3%
O=C(CN(Cc1ccccc1)C(=O)c1cccc([N+](=O)[O-])c1)Nc1c(Cl)cc(Cl)cc1Cl	-1%	i	0%	-6%	10%	5%	15%	6%
O=S(=O)(c1ccc(Cl)cc1)N1CCC2(CC1)CO2	-1%	i	.	?	9%	13%	0%	-7%
CC1CCCN(C(=O)c2cc(F)c(F)cc2Cl)C1 (stereo not given)	1%	-4%	17%	?	9%	-5%	-5%	4%
NC(=O)c1ccc(NCc2ccco2)c([N+](=O)[O-])c1	-3%	15%	?	14%	-6%	-2%	?	-4%
O=C(O)c1ccccc1P(=O)(c1ccccc1)c1ccccc1	1%	i	-8%[46 µM]	11%	6%	-16%	2%	7%
CC[C@@H]1/C=C(\C)C[C@H](C)C[C@H](OC)[C@H]2O[C@@](O)(C(=O)C(=O)N3CCCC[C@H]3C(=O)O[C@H](/C(C)=C/[C@@H]3CC[C@@H](O)[C@H](OC)C3)[C@H](C)[C@@H](O)CC1=O)[C@H](C)C[C@@H]2OC	.	i	.	-10%	.	.	-9%	-1%
C(/CCc1ccccc1)=N\n1cnnc1	-1%	0%	-8%	-4%	2%	-9%	0%	8%
Cc1nn(-c2ccccc2)c(C)c1/C=N/NC(=O)c1cc(-c2ccc(Br)s2)[nH]n1	6%	-4%	?	-12%	2%	?	11%	?
O=C(Cc1ccc2c(c1)OCCO2)c1c(O)cc(O)cc1O	-3%	i	?	11%	-7%	-7%	-14%	?
CC1CCCCN1C(=O)Cn1c(=O)n(C2CCCCC2)c(=O)c2ccccc21 (stereo not given)	5%	0%	1%	9%	.	7%	-6%	-5%
COC(=O)c1ccc(COc2ccc(/C=N/O)cc2)o1	2%	-2%	.	.	-10%	6%	-1%	7%
COc1cc(CCC(=O)OCC(=O)Nc2ccccc2OC(F)F)cc(OC)c1OC	3%	-5%	-11%[46 µM]	3%	11%	-3%	-4%	4%
CC1(C)CC(=O)C(C=NCCN2CCN(CCCCS(=O)(=O)O)CC2)=C(O)C1	5%	11%	1%	10%	1%	8%	-17%	1%
Cc1csc(-c2nc3ccccc3n2C)n1	4.5µM*	-6%	.	.	.	?	-17%	?
Nn1c(SCc2ccc(Br)cc2)nnc1-c1ccncc1	1%	i	-6%[46 µM]	-6%	-8%[11.4 µM]	-5%	-13%	-5%
O=C(c1ccc(Cl)cc1)N1CCC(O)(CSc2ccc(Cl)cc2Cl)CC1	4%	-2%	?	-35%[inhibitor]	-3%	-9%	-19%	22µM*
O=C1NN(c2ccccc2)C(=O)/C1=C\c1cccc(OC(=O)c2cccs2)c1	17%	-15%	5%	0%	.	-5%	16µM*	7.9µM*
O=C(C[n+]1cc(-c2ccccc2)n2c1CCC2)Nc1nc(-c2ccc(F)cc2)cs1	0%	-8%	-10%	7%	3%	-3%	-16%	11%
CCOc1ccc(C(Nc2ccc(C)cc2)P2(=O)OCCC(C)O2)cc1 (stereo not given)	0%	5%	-3%	-1%	.	-1%	-5%	-13%
CCN(CC)CCN(C(=O)c1ccc(Br)s1)c1nc2cc3c(cc2s1)OCO3	3%	i	21%[9.22 µM]	-16%	.	-3%	4%	7%
S=C(NCCc1ccccc1)NCC1CCCO1 (stereo not given)	1%	i	9%	?	2%	5%	-2%	5%
CCOc1cc(/C=C2\SC(=S)N(C(C(=O)O)c3ccccc3)C2=O)ccc1O (stereo not given)	.	7%	.	.	-12%	1%	?	32µM*
Cc1ccccc1-c1nn[nH]n1	8%	-7%	10%	12%	.	6%	-15%	-8%
CS(=O)(=O)N(CC(=O)Nc1ccccc1C(=O)N1CCOCC1)c1ccc(Cl)cc1	.	-18%	.	.	11%	3%	-8%	.
COc1ccc(CN(CC2CCCO2)C(=O)c2cc3ccccc3oc2=O)cc1 (stereo not given)	0%	-2%	.	8%	20%	1%	2%	-2%
CCN1CCN(c2cc3nc(C)n(Cc4ccccc4)c(=O)c3cc2NC(=O)c2ccccc2F)CC1	1%	2%	.	-12%	10%	?	1%	?
COc1c(C)cc(Br)cc1C(=O)Nc1cccc(-c2nc3ncccc3o2)c1	-2%	-5%	?	-24%	8%	-19%	?	?
O=C(CNC(=S)N(CCCN1CCOCC1)Cc1cccs1)NC1CCCC1	1%	i	5%[46 µM]	4%	3%	-3%	1%	-8%
Cc1cc(C)nc(N2CCC(C(=O)NCc3ccco3)CC2)n1	-2%	-16%	4%	7%	-2%	?	10%	-8%
COc1ccc(CCNC2CC(=O)N(C3CCCCC3)C2=O)cc1OC (stereo not given)	3%	i	.	-19%	-22%[2.29 µM]	-6%	4%	-1%
Cc1[nH]c2ccccc2c1CN1CCC(CO)(Cc2ccccc2)CC1	-1%	i	-21%[46 µM]	.	-16%	9%	-13%	-4%
C=CCn1c(Cc2cccc3ccccc23)n[nH]c1=S	1%	-1%	?	4%	1%	-3%	2%	-8%
Cc1oc2nc(SCC(=O)N3CCCCC3)nc(N)c2c1C	0%	5%	-1%	14%	-3%	-2%	-4%	?
C#CCOCCOCCOCCNc1nc(N2CCN(C(=O)[C@H](CCCCN)n3cc([C@@H](N)CC(C)C)nn3)CC2)nc(N2CCN(C(=O)[C@H](Cc3ccc(O)cc3)n3cc([C@@H](N)CC(C)C)nn3)CC2)n1	.	-2%	.	.	-25%	-5%	4%	14%
Cc1cccc(C)c1NC(=O)CCCCCC1NC(=O)NC1C (stereo not given)	2%	-14%	.	-1%	.	3%	-5%	-2%
CCOCCCNC(=O)CN1C(=O)/C(=C/c2ccccc2C)Sc2ccccc21	-2%	-1%	-2%[46 µM]	-10%	.	12%	-5%	?
Cc1nn(Cc2ccccc2Cl)c(Cl)c1C(=O)NCCc1ccccc1	1%	8%	9%	11µM*	8%	-4%	6%	2%
Cn1ncc(C(N)=O)c1NC(=S)NC(=O)c1ccc(Br)o1	2%	-1%	2%[46 µM]	19%	.	-4%	-12%	7.9µM*
CCOC(=O)C1=C(Cc2ccc(OC)cc2)C(=O)c2ccccc2C1=O	14%	-6%	?	-26%	.	?	8.9µM*	?
COc1ccccc1CNC(=O)CSC1=NCCS1	3%	-19%	-19%[46 µM]	11%	4%	-8%	?	?
NC(=O)c1ccccc1N/C=C/C(=O)c1ccc(Cl)cc1Cl	11µM*	-8%	-11%	1µM*	-3%	?	?	?
COc1ccc(CCCC(=O)O)c(C)c1	-1%[7.66 µM]	-11%	?	-10%[9.22 µM]	5%	14%	-9%	3%[13.5 µM]
Cc1ccc2nc(-c3cccc(NS(C)(=O)=O)c3)cc(-c3ccccc3)c2c1	0%	-10%	?	-7%	6%	-7%	-2%	?
CC(=O)Cc1nsc(NC(=O)c2ccc(-c3cccc(C(F)(F)F)c3)o2)n1	2%	-3%	-6%	?	.	?	-9%	?
CCOC(=O)C1=C(CN2CC(C)CC(C)C2)NC(=O)NC1c1ccc2c(c1)OCO2 (stereo not given)	11%	-2%	4%[46 µM]	-25%	.	2%	-12%	0%
Cc1cc(C)c2c(-n3cccc3)c(C(=O)O)sc2n1	-9%	-4%	?	?	-1%	-6%	?	22µM*
CCOc1ccc(S(=O)(=O)n2cnc3cc(C)c(C)cc32)cc1	-1%	-9%	?	-92%[inhibitor]	2%	-2%	-2%	-15%
COCCCn1c2nc3ccccc3nc2c2c(=O)n(CC3CCCO3)cnc21 (stereo not given)	-7%	i	3%	-3%	4%	?	-8%	?
Following part:
SMILES	Luc counter	RECQ1 inh	Lamin A splicing	SMN2 splice enh	L3MBTL1 block	KDM4E inh	Tau fibril ThT	ALDH1A1 block
Cc1ccc2c(c1)NC(=O)C(CC(=O)NCCCN1CCCC1)O2 (stereo not given)	2%	-13%	-5%	0%	.	-19%	-12%	6%
CCOc1cc(N2CCOCC2)c(OCC)cc1NC(=O)c1ccco1	.	-2%	.	.	.	0%	?	8%
Cc1ccccc1C1(CCN2CCCCC2)CCOC(C)(C)C1 (stereo not given)	-3%	-3%	1%	5%	0%	-6%	-4%	9%
C[C@H](NC(=O)c1ccco1)C(=O)NCCc1ccc(S(N)(=O)=O)cc1	.	0%	.	.	7%	3%	6%	.
CC1(C)S[C@@H]2[C@H](NC(=O)[C@@H](N)c3ccc(O)cc3)C(=O)N2[C@H]1C(=O)O	0%[17.1 µM]	-2%[25.9 µM]	?	-6%[20.6 µM]	.	?	.	-12%[20.9 µM]
CC(C)C(=O)Nc1sc2c(c1C#N)CCCCC2	-1%	-5%	-5%	12%	-2%	-8%	-12%	-15%
CCOc1ccc2oc(=O)cc(C)c2c1	-5%	-2%	1%	18%	.	?	-1%	?
O=C(NC1CCCCCC1)c1ccc(S(=O)(=O)NCc2ccco2)cc1	-3%	i	17%	-6%	.	4%	-3%	9%
CC(CC(C)C(=O)N1CCOCCN(C(=O)C(C)CC(C)C(=O)O)CCOCC1)C(=O)O (stereo not given)	-3%	i	2%	-3%	1%	2%	2%	8%

Screens (PubChem BioAssay)
